EPAC2 antagonist: qHTS for Antagonist of cAMP-regulated guanine nucleotide exchange factor 2 (EPAC2): primary screen | Rap guanine nucleotide exchange factor 4 (Homo sapiens), Q8WZA2 | EPAC2 GEF exchange of Rap1B-BODIPY-GDP, fluorescence | Potency, µM (doses to about 114 µM), without a hit: at the top dose activity, negative = inhibition, hits mostly inhibitors | actives 0.18% (n = 360,000); also: potency is read from the fitted curve at half-maximal effect; % is scaled to controls: 0 for no effect and ±100 for the full control effect; nearly all actives have a fitted effect of over 45% in size; many of its hits are not listed in these tables
Target sequence (Q8WZA2 whole entry, looked up): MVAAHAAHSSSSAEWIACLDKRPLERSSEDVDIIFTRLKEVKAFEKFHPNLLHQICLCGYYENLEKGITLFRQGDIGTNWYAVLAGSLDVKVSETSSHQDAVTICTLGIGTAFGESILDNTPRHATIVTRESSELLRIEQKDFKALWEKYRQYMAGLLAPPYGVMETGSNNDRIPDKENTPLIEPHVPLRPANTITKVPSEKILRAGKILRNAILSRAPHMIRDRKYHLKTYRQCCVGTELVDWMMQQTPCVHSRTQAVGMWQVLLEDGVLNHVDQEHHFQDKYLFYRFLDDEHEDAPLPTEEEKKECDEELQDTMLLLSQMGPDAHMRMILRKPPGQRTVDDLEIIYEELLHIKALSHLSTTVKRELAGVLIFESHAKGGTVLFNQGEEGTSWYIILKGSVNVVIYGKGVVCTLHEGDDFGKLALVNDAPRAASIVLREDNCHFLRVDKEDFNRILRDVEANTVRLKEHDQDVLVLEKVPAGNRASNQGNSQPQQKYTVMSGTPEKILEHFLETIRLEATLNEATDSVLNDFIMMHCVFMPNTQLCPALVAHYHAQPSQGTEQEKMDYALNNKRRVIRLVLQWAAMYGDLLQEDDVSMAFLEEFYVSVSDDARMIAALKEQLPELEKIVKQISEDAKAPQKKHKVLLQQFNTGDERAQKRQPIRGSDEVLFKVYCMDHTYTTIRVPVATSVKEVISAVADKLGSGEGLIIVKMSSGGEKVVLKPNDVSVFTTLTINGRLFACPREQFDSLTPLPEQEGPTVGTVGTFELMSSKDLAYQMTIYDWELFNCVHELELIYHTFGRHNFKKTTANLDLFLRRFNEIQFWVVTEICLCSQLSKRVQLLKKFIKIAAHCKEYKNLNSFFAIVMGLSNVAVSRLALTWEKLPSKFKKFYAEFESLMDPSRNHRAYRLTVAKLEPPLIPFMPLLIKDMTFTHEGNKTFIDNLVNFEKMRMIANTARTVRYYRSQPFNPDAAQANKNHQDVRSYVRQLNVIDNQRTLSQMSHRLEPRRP
Mm-Cpn inhibitor: Inhibitors of TCP-1 ring complex (TRiC) of Methanococcus maripaludis (MmCpn): qHTS | Chaperonin Mm-Cpn (Methanococcus maripaludis) | purified Mm-Cpn ATPase, ADP Transcreener TR-FRET | Potency, µM (top dose mostly 76.9 µM), for the others: at the highest dose activity, negative = inhibition, usual class: inhibitors | actives 0.031% (n = 330,000) | AID 504842, 2011; also: potency is read from the fitted curve at half-maximal effect; % is scaled to controls: 0 for no effect and ±100 for the full control effect; nearly all actives have a fitted effect of over 80% in size
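Quantitative HTS used 25 nM Mm-CPN and 10 uM ATP in magnesium/KCl Tris buffer, pH 7.4, with 1 mM DTT. Hydrolysis ran 30 min at 37°C; ADP was read by HTRF.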
TGFb SMAD3 inh: qHTS for Inhibitors of TGF-b | HepG2 CAGA-GFP TGF-b/SMAD3 reporter, GFP fluorescence, 18 h; TGF-beta stimulated, 500 pg/mL final | Potency, µM (highest dose often 46.1 µM), for the others: top-dose activity, negative = inhibition, actives largely listed as inhibitors | actives 1.2% (n = 410,000) | AID 588855, 2011; also: potency is read from the fitted curve at half-maximal effect; % is scaled to controls: 0 for no effect and ±100 for the full control effect; nearly all actives have a fitted effect of over 65% in size
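Using HEPG2 CAGA-GFP reporter cells at 1000 cells/well, we pinned test compounds, stimulated with recombinant TGF-beta (500 pg/mL final) and measured total well GFP after 18 h.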
Nrf2 inh: Nrf2 qHTS screen for inhibitors. A549 ARE-Fluc reporter, luciferase luminescence, 18-24 h. AID 504444, 2011. Potency, µM (highest dose often 46 µM), inactives show at the top dose activity change, negative = inhibition, hits mostly inhibitors. actives 2.1% (n = 360,000); also: potency is read from the fitted curve at half-maximal effect; % is scaled to controls: 0 for no effect and ±100 for the full control effect; nearly all actives have a fitted effect of over 60% in size
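In this cell-based qHTS, ARE-driven firefly luciferase in A549 cells reports Nrf2 activity; the luminescent signal after BugLite lysis is the measured value, with a prior CellTiter-Fluor read for cell health.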
Akt phos inh: HTS Assay for Inhibitors of Akt Phophorylation: Primary Screen; Neuro2A IGF-stimulated pAkt S473 HTRF, 20 min; hits give low values; activity change, % for hits at 50 µM; actives 0.32% (n = 360,000); in the data active = activity change below about -80%; inconclusive = mostly about -51% to -80%; also: % is scaled to controls: 0 for no effect and ±100 for the full control effect
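Neuro2A cells in DMEM with 0.5% FBS, overnight at 37 deg C, given compound at single 50 µM final, then IGF (6 nM final) for 20 min at 37 deg C. Lysed; phospho-Akt Ser473 by HTRF after 24 h, 665/615 ratio.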
EPAC2 ag: qHTS for Agonist of cAMP-regulated guanine nucleotide exchange factor 4 (EPAC2): primary screen | AID 720711, 2013 | actives 0.079% (n = 360,000) | EPAC2 activation, biochemical qHTS; response scale: 100% = 6.5 mM cAMP response | Potency, µM (doses to about 154 µM), for the others: at the highest dose activation, usual class: activators | Rap guanine nucleotide exchange factor 4 (Homo sapiens), Q8WZA2; also: potency is read from the fitted curve at half-maximal effect; nearly all actives have a fitted effect of over 50% in size
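Guanine nucleotide exchange by EPAC2 is measured as reduced fluorescence of BODIPY-GDP once it is released from 250 nM Rap1B. Plates are read kinetically for 30 min at room temperature; results are scaled to 6.5 mM cAMP.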
A549 viability: Nrf2 qHTS screen for inhibitors: counterscreen for cytotoxicity; A549 ARE-Fluc cells, CellTiter-Fluor viability, 18-24 h; Potency, µM (series often up to 46 µM), without a hit: at the top dose activity change, negative = cytotoxicity, most hits filed as inhibitors; actives 0.16% (n = 390,000); also: potency is read from the fitted curve at half-maximal effect; % is scaled to controls: 0 for no effect and ±100 for the full control effect
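Cytotoxicity counterscreen: CellTiter-Fluor fluorescence was measured in A549 ARE_Fluc cells after 18-24 h of compound exposure in a concentration series. The subsequent BugLite luminescent read reports ARE-luciferase activity.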
Nrf2 activator: qHTS of Nrf2 Activators | AREc32 ARE-luciferase reporter (MCF7-derived line), luminescence, 24 h | Potency, µM (titrated, usually from 46.1 µM), for the others: at the top dose activation, usual class: activators | actives 0.31% (n = 410,000) | AID 624171, 2012; also: potency is read from the fitted curve at half-maximal effect; % of control where 0% means no effect; nearly all actives have a fitted effect of over 65% in size
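Luminescent ARE reporter assay in AREc32_Fluc cells: overnight plating at 37 deg C, 24 hr compound incubation, Steady-Glo added, 30 min RT before reading.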
CCT chaperon mod: High-Throughput Screening for Modulators of Cytosolic Chaperonin Activity; purified chaperonin ATPase assay, HTRF ADP detection, 30 min; activity change, % (test concentration not listed), hits read low; actives 0.3% (n = 360,000); in the data active = activity change below about -30%; also: % is scaled to controls: 0 for no effect and ±100 for the full control effect
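TRiC (40 or 20 nM final, by batch activity) in 30 mM Tris pH 7.4, 100 mM KCl, 5 mM MgCl2, 1 mM DTT was treated with compound at 76 uM single dose, then 10 uM ATP, 30 min at 37 °C. ADP was read by HTRF Transcreener.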
* marks the source's active call; other numbers are inactive results; i = inactive; ? = inconclusive; nt = no result given; & = joins results of further samples; [ ] = another dose, or the depositor's remark. Unless noted, calls follow the shape of the dose curve; as a rule, active = well fitted curve in the direction sought with a large enough effect; inconclusive = small, poorly fitted or top-dose-only effect, or another doubt; inactive = no such curve, though single readings can be large; an effect the other way counts as inactive or inconclusive.

SMILES	EPAC2 antagonist	Mm-Cpn inhibitor	TGFb SMAD3 inh	Nrf2 inh	Akt phos inh	EPAC2 ag	A549 viability	Nrf2 activator	CCT chaperon mod
CCN(CC)S(=O)(=O)c1ccc(NC(=O)Cn2c(=O)sc3ccccc32)cc1	-3%	-1%	-10%	-4%	i	-3%	-3%	-0.2%	0.5
CCOc1ccc(C(=O)Nc2nc(C)c(C(=O)OC)s2)cc1	-10%	-2%	-13%	?	i	1%	-4%	0.5%	1.7
Cc1ccccc1-c1nnc(-c2ccc(Br)cc2)o1	14%	-2%	-6%	?	i	13%	1%	4.9%	2.0
CCN(CC)C(=O)c1ccc(CS(=O)(=O)c2ccc(OC)cc2)o1	-3%	-5%	-1%	-13%	i	-5%	-4%	0.4%	0.8
Oc1ccccc1CN1CCN(C(c2ccccc2)c2ccccc2)CC1	-1%	1%	-25%	4%	i	11%	8%	5.5%	-0.4
O=C(Nc1ccc(F)cc1F)c1cccc2c1C(=O)N(C1CCCCC1)C2	nt	nt	-19%	8%	nt	nt	13%	-0.6%	nt
C[C@@H]1CN([C@@H](C)CO)C(=O)CCCn2nncc2CO[C@H]1CN(C)C(=O)Nc1cccc(Oc2ccccn2)c1	-3%	nt	7%	nt	i	6%	nt	-1.4%	-3.0
NC(=O)Nc1ccc(Oc2ncc(C(F)(F)F)cc2Cl)cc1	-9%	4%	5%	-3%	i	4%	-4%	-0.5%	-1.1
CCOC(=O)c1c(-c2ccc(C)o2)csc1NC(=S)NC(=O)c1ccc(F)cc1	-13%	-4%	-21%	?	i	7%	9%	-0.5%	-0.3
CN(C(=O)COn1nnc2ccc(S(=O)(=O)N3CCOCC3)cc21)c1ccccc1	12%	-1%	29%	2%	i	7%	1%	5.1%	1.0
CCc1ccc(NC(=O)c2ccccc2Br)cc1	-25%	-1%	31%	?	i	8%	1%	9.7%	-4.6
Cc1ccccc1OCCC(=O)N(CC(C)C)c1c(N)n(Cc2ccccc2)c(=O)[nH]c1=O	0%	-1%	0%	-11%	i	-12%	3%	-0.7%	0.3

Entries of single compounds from above:
NC(=O)Nc1ccc(Oc2ncc(C(F)(F)F)cc2Cl)cc1 is listed as EPAC2 antagonist: -9%; Mm-Cpn inhibitor: 4%; TGFb SMAD3 inh: 5%; Nrf2 inh: -3%; Akt phos inh: i; EPAC2 ag: 4%; A549 viability: -4%; Nrf2 activator: -0.5%; CCT chaperon mod: -1.1
C[C@@H]1CN([C@@H](C)CO)C(=O)CCCn2nncc2CO[C@H]1CN(C)C(=O)Nc1cccc(Oc2ccccn2)c1 is listed as EPAC2 antagonist: -3%; Mm-Cpn inhibitor: nt; TGFb SMAD3 inh: 7%; Nrf2 inh: nt; Akt phos inh: i; EPAC2 ag: 6%; A549 viability: nt; Nrf2 activator: -1.4%; CCT chaperon mod: -3.0

New compounds follow.
SMILES	EPAC2 antagonist	Mm-Cpn inhibitor	TGFb SMAD3 inh	Nrf2 inh	Akt phos inh	EPAC2 ag	A549 viability	Nrf2 activator	CCT chaperon mod
CC1CCCC(NC(=O)COc2ncnc3ccccc23)C1C (centres undefined)	-3%	-6%	37%[activator]	-14%	i	1%	2%	-0.2%	-5.3
O=C(CCNC(=O)C1CCN(S(=O)(=O)c2ccccc2)CC1)NCc1ccc(Cl)cc1	10%	0%	-2%	3%	nt	2%	-1%	1.1%	-80*
O=C(CCCn1c2ccccc2c(=O)c2ccccc21)Nc1ccc(F)cc1Cl	nt	nt	-2%	?	nt	nt	-6%	0.2%	nt
C=CCNC(=O)CCC(=O)NNc1nc2ccccc2c2nc(-c3ccccc3)nn12	24%	3%	-9%	?	i	2%	-23%	21%	-0.4
O=C(c1nc2ncccn2n1)N1CCN(c2ccc(F)cc2)CC1	16%	0%	2%	nt	i	9%	-2%	0.2%	1.3
CCCn1c(N)c(C(=O)CSc2nnc3n2CCCCC3)c(=O)n(C)c1=O	0%	?	-28%	7%	i	-4%	-3%	0.0%	-1.9
CCN1C(=O)[C@H]2[C@@H](c3ccc(-c4cccc(Cl)c4)c(OC)c3)N3CCC[C@@]3(C(=O)OC)[C@H]2C1=O	-7%	-2%	?	?	i	6%	-3%	14%	-0.9
CC(C(=O)Nc1ccccc1)n1nnc2sc3c(c2c1=O)CCCC3 (centres undefined)	nt	nt	14µM*	?	nt	nt	-3%	3.3%	nt
O=C(CN(Cc1ccccc1)S(=O)(=O)c1ccccc1)N/N=C/c1ccccc1[N+](=O)[O-]	-3%	-2%	?	?	i	21%	-18%	3.6%	-0.1
O=C(NCC1CCCO1)c1c(O)nc2sccn2c1=O (centres undefined)	7%	2%	0%	-6%	i	10%	-1%	-0.2%	-2.1
COc1ccc(C(c2nnnn2C2CCCC2)N2CCC(C)CC2)c(OC)c1 (centres undefined)	-1%	-3%	9%	nt	i	11%	0%	2.0%	-2.2
Cn1nnnc1SCCNCc1ccccc1Cl	nt	nt	-11%	8%	nt	nt	-5%	0.4%	nt
COc1ccccc1NC(=O)C1=C(C)NC(=O)NC1c1cccc(OC)c1OC (centres undefined)	-9%[57.1 µM]	-2%	15%	-5%	i	-20%	-5%	-1.4%	0.0
COc1cc(CN(C)c2ncnc3sccc23)ccc1OC(F)F	-17%	-4%	4%	9.2µM*	i	8%	-16%	3.0%	0.0
CCOC(=O)C1=C(CC)Nc2ccccc2N=C1NC(=O)c1ccc(C)c(S(=O)(=O)N2CCOCC2)c1	4%	1%	7%	-10%	i	4%	-14%	0.3%	-2.9
COc1ccc(-c2noc(CCC(=O)N3CCN(c4cccc(C)c4)CC3)n2)cc1	0%	1%	3%	-21%	i	0%	2%	-0.1%	2.1
COc1cccc(CNC(=O)CCC2CCCN(C(=O)c3ccc(F)c(Cl)c3)C2)c1 (centres undefined)	-5%	0%	-22%	-22%	i	3%	0%	3.5%	-0.3
CC1CCN(C(=O)CCNC(=O)c2ccccc2Cl)CC1	10%	-1%	-1%	18%	i	0%	0%	-0.7%	0.2
COc1ccccc1N1CCN(CC(O)COc2ccc(C)c(C)c2)CC1 (centres undefined)	12%	-1%	?	4%	i	11%	0%	1.5%	-1.2
CC(C)C1CC(C(F)(F)F)n2nc(C(=O)O)cc2N1 (centres undefined)	4%	2%	27%	16%	i	5%	0%	-0.1%	-1.4
COc1cc(C(=O)NCC(=O)NCCN2C(=O)S/C(=C\c3ccc4c(c3)OCO4)C2=O)cc(OC)c1OC	-7%	1%	-7%	10%	i	9%	-1%	0.7%	-3.3
COc1ccc(NC(=O)C2=C(C)Nc3nc(SCc4ccccc4C)nn3C2c2ccc(Br)cc2)cc1 (centres undefined)	nt	nt	0%	14%	nt	nt	-2%	-0.2%	nt
O=C(NNC(=O)c1ccc(Br)s1)c1cccc(Cl)c1	5%	-1%	1%	3%	i	10%	10%	3.2%	-2.7
CCOc1ccc2nc(SCC#N)c(C#N)cc2c1	1%	2%	19%	-43%	?	-4%	-15%	4.0%	-2.1
COC(=O)c1c(NC(=O)c2ccc(OC(C)C)cc2)sc2c1CC(C)(C)NC2(C)C	0%	-15%	2%	10%	i	-1%	20%	-0.3%	-2.7
COc1ccc(C2=NOC(C(=O)NCc3cccnc3)C2)cc1 (centres undefined)	11%	1%	0%	3%	i	8%	-8%	-0.9%	0.8
Cc1ccc(-c2nnc(CSc3nc(C(C)C)nc4sc(C)c(C)c34)o2)cc1	10%	1%	11%	21%	i	2%	1%	-0.4%	-0.3
O=C(N/N=C/C(Cl)=C/c1ccc([N+](=O)[O-])cc1)C(=O)Nc1cccc(C(=O)O)c1	-8%	-2%	-4%	3%	i	-7%	-8%	?	0.4
CC(=O)Nc1ccc(NC(=O)C2CCN(S(=O)(=O)c3ccc4c(c3)CCCC(=O)N4)CC2)cc1	nt	nt	-2%	10%	nt	nt	-2%	-2.2%	nt
Cc1cn(C(=O)c2cccc(Br)c2)c(C)n1	-2%	1%	-2%	8%	i	9%	-1%	-0.1%	-4.6
COc1ccc(CCNC(=O)CCCOc2ccc(Cl)cc2)cc1OC	-1%	-2%	2%	?	i	-2%	-8%	0.0%	-3.4
O=C(COC(=O)CNC(=O)c1ccccc1)NCc1ccc2c(c1)OCO2	9%	0%	1%	11%	i	-3%	-2%	0.0%	-2.2
NC(=O)C1CCN(CCC(=O)Nc2cccc(Cl)c2)CC1	-1%	4%	0%	3%	i	-4%	-4%	0.1%	-4.2
COC(=O)c1cccc(C23CC4(C2)[C@H](CN(CC2CCCCC2)[C@@H]4c2ccccc2)C3c2ccccc2)c1 (some centres undefined)	22%	-1%	1%	16%	i	0%	1%	4.4%	-2.2
O=C(CSc1nnc(-c2ccccn2)o1)Nc1ccccc1Cl	-5%	1%	4%	?	i	15%	2%	-0.5%	-3.1
CCCCC(=O)Nc1ccc2c3c(cccc13)C(=O)N2CC	6%	-3%	-6%	nt	i	-9%	-10%	9.6%	-0.8
Cc1ccc(-n2c(-c3ccco3)nc3c(cnn3-c3ccc(C)cc3)c2=O)cc1	-6%	0%	-18%&-6%	8%&-19%	i	-5%	?	-0.3%&0.1%	1.1
COC(=O)c1ccc2nc(-c3cccc(Br)c3)c(Cc3ccc(OC)cc3C)n2c1	-7%	nt	?	nt	i	6%	nt	8.9%	1.0
COc1ccc2c(c1OC)C(=O)N1N=C(c3ccc(Cl)cc3)CC21 (centres undefined)	9%	2%	-22%	-20%	i	2%	-1%	3.6%	-8.2
Cc1ccc(-c2nnc(Nc3cccc(Cl)c3)c3ccccc23)cc1S(=O)(=O)N1CCN(C)CC1	nt	nt	?	?	nt	nt	?	0.5%	nt

A portion of the library. The share of hits here may be higher or lower than overall.
